ALOX12 inhib – 12-hLO (ALOX12) enzyme inhibition. P18054. purified 12-hLO, xylenol orange hydroperoxide absorbance. Potency, µM (series often up to 57.1 µM), for inactives: at the highest dose activity change, negative = inhibition, hits mostly inhibitors. 0.12% of 150,000 active. AID 1452; note: potency is the fitted concentration of half-maximal effect; nearly all actives have a fitted effect of over 55% in size; many of its hits are not listed in these tables
Target sequence (P18054 whole entry, looked up): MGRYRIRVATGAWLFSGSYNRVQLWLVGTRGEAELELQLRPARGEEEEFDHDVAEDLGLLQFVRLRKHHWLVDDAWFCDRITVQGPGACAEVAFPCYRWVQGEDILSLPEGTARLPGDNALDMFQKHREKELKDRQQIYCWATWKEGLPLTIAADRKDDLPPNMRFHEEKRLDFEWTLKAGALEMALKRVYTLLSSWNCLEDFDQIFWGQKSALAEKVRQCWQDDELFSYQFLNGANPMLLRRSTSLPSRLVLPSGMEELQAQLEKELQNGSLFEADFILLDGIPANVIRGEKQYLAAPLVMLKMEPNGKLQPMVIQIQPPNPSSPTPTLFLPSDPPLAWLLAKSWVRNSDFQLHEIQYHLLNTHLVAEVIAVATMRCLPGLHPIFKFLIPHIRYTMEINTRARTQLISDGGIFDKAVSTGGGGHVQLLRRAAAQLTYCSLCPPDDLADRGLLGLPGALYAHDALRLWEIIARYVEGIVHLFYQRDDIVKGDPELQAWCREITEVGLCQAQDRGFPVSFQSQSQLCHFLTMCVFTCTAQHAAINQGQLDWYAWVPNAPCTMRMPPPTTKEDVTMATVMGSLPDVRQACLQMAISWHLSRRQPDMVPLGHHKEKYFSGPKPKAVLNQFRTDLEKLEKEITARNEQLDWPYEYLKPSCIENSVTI
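Purified human 12hLO (150 nM final) was preincubated with compounds for 15 min at room temperature in 25 mM Hepes pH 7.0, 0.01% Triton X-100, then reacted with 40 uM arachidonic acid for 30 min. Hydroperoxide was detected with ferrous iron/xylenol orange.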
ALOX15B inhib – 15-hLO-2 (ALOX15B) enzyme inhibition; O15296; purified 15hLO-2, xylenol orange hydroperoxide absorbance; Potency, µM (doses to about 57.1 µM), for the others: at the top dose activity change, negative = inhibition, actives largely listed as inhibitors; 0.56% of 110,000 active; AID 881; note: potency is the fitted concentration of half-maximal effect; nearly all actives have a fitted effect of over 60% in size; many of its hits are not listed in these tables
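Purified human 15hLO-2 (50 nM) preincubated 15 min with compound, then 45 uM arachidonic acid for 90 min at RT in 25 mM Hepes pH 7.5, 0.01% Triton X-100. Hydroperoxide detected by Fe-xylenol orange; 573/405 nm absorbance ratio.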
IMPase cell inh – IMPase inhibition in cells | P97697 | CHO-M1 cells, IP1 accumulation, HTRF TR-FRET ratio | inhibition (IP1 accumulation), % at 46.1 µM | 120,000 tested, under 10 active | AID 901; active = well fitted curve in the direction sought with a large enough effect in the signal ratio, not every such curve was filed as active; inconclusive = small, poorly fitted or top-dose-only effect, or a change in a side signal; inactive = no such curve, though single readings can be large or run the other way; the % refers to the signal ratio;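 note: cells stimulated with carbachol in lithium chloride buffer; plate controls were DMSO basal wells for no effect and reference inhibitor wells for full effect; higher means more IMPase inhibition seen as more IP1 and lower FRET ratio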
Target sequence (P97697 whole entry, looked up): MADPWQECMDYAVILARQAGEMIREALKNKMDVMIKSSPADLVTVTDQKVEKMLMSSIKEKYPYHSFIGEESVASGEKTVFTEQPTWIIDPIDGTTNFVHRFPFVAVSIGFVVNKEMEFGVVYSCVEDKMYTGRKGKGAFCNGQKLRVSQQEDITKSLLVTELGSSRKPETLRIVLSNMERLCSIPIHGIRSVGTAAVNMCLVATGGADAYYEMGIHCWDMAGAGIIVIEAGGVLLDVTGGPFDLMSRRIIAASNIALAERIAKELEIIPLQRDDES
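In this qHTS, compounds (final up to 46 uM) act on CHO-M1 cells that are then activated through the M1 receptor with carbachol, in pH 7.4 buffer containing 50 mM LiCl, for 30 min. IP1 accumulation is quantified by the IP-One immunoassay.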
PNC assembly inh – blocks assembly of the perinucleolar compartment. PC3M PTB-GFP, PNC prevalence imaging, 16 h; hits give low values. activity change (PNC), negative = inhibition, % at 10 µM. 3.1% of 140,000 active. AID 2417;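 active = readout at or below -70, meaning at least 70% loss of cells showing the perinucleolar compartment, a nuclear body marking cancer cells; inconclusive = readout between -30 and a set limit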;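 note: plate controls were DMSO wells for no effect and camptothecin positive control wells for full effect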
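Read-out is percentage of cells bearing a perinucleolar compartment, from automated 20x imaging of fixed, Hoechst-stained PC3M PTB-GFP cells. Cells were seeded 4 h, then exposed 16 h to compound (23 nl of library stock) in duplicate plates.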
Numbers without * were called inactive; ? = inconclusive; / = not tested or not shown; & = joins results of further samples; [ ] = dose if it differs, or a comment. Unless noted, calls come from the whole dose curve; as a rule, active = well fitted curve in the direction sought with a large enough effect; inconclusive = small, poorly fitted or top-dose-only effect, or another doubt; inactive = no such curve, though single readings can be large; an effect the other way counts as inactive or inconclusive. Unless noted, % is set by controls: 0 for no effect and ±100 for the full control effect.

SMILES | ALOX12 inhib | ALOX15B inhib | IMPase cell inh | PNC assembly inh
CCOC(=O)N1CCN(C(=O)c2ccc(N(Cc3ccccc3)S(C)(=O)=O)cc2)CC1 | 8.0% | -5.7% | 5.5 | 50.0
CCCC12CN3CCN(CC(C3)/C1=N\NC(=O)c1ccccc1N)C2 | 2.1% | / | 4.2 | -5.0
Cc1ccc(Cn2ncn3c(cc4ccccc43)c2=O)cc1 | -13.3% | -4.8% | 7.2 | 22.2
CCCn1c(=O)c2c(nc(Br)n2CCC)n(C)c1=O | -5.6% | 5.6% | 0.4 | 13.0
C=CCSc1nnc(-c2cc(Br)ccc2N)c(=O)[nH]1 | 2.5% | -9.7% | -6.3 | -11.8
Cc1ccc2c(c1)sc1nc(=O)n(-c3cccc(Cl)c3)c(=O)n12 | 0.5% | -16.5% | -1.4&1.6 | -4.7
CCOC(=O)C(NC(=O)C1CCCN1C(=O)OCc1ccccc1)C(=O)OCC (stereo not given) | 0.8% | / | -7.2 | 28.0
O=C(c1ccccc1)N1CN2CN(C(=O)c3ccccc3)CC([N+](=O)[O-])(C2)C1 | -0.5% | / | -1.8 | 40.0
N#Cc1ccc(Oc2cc(C(F)(F)F)nc(-c3ccccn3)n2)cc1 | -9.5% | 5.2% | ? | -6.5
S=C(Nc1ccccc1Cl)N1CCCCC1 | -3.6% | / | / | 0.7
CC1=CC(C)C2C(=O)N(O)C(=O)C2C1 (stereo not given) | 0.9% | 4.0% | -2.1 | ?
CCOC(=O)CSc1nc2c(cnn2-c2ccc(C)cc2)c(=O)[nH]1 | 0.2% | 13.4% | 0.0 | -14.1
O=C(Nc1ccc2oc(-c3ccc4ccccc4c3)nc2c1)c1cccs1 | -1.7% | -12.5% | -7.7 | ?
O=C(O)Cc1sc(N/N=C\c2ccccc2)nc1-c1ccccc1 | -10.5% | / | / | 31.0
COc1ccc(-n2c(SCC3CNC(=O)O3)nnc2-c2ccc(Cl)cc2)cc1 (stereo not given) | -1.7% | / | / | -20.1
COC(=O)c1cc(C#N)c(Oc2ccc(F)cc2)nc1C | -3.9% | 1.1% | -5.9 | -7.6
COCc1cc(C)nc(N2CCN(c3ccccc3)CC2)c1C#N | 1.4% | 9.1% | 2.4 | 15.7
O=C(O)CCN1C(=O)CC2(CCCCC2)C1=O | 2.9% | 4.9% | -0.8 | -9.7
O=C(NNS(=O)(=O)c1ccc(Br)cc1)NC1CCCCC1 | -1.6% | / | / | 18.4
CC1(C)Cc2c(sc3nc(NCCN4CCOCC4)n4ncnc4c23)CO1 | -1.9% | 3.9% | 4.1 | 35.1
O=C(CN1CCC(Cc2ccccc2)CC1)Nc1ccc2c(c1)OCCO2 | 1.2% | 3.3% | 1.1 | 16.1
Cc1cc(C)n(CCOc2nonc2N)n1 | -5.3% | -1.3% | 2.7 | -16.6
O=C(O)c1ccc(S(=O)(=O)N(Cl)Cl)cc1 | -1.3% | -6.5% | / | /
Fc1ccc(NCc2cccnc2)cc1F | -0.7% | 7.1% | 1.3 | 34.7
O=C(CCCC(=O)NC1CCCC1)NC1CCCC1 | -3.4% | / | / | 10.0

Reprinted at random: two records from the list.
SMILES | ALOX12 inhib | ALOX15B inhib | IMPase cell inh | PNC assembly inh
CC1(C)Cc2c(sc3nc(NCCN4CCOCC4)n4ncnc4c23)CO1 | -1.9% | 3.9% | 4.1 | 35.1
O=C(O)Cc1sc(N/N=C\c2ccccc2)nc1-c1ccccc1 | -10.5% | / | / | 31.0

(further entries)
SMILES | ALOX12 inhib | ALOX15B inhib | IMPase cell inh | PNC assembly inh
CCOC(=O)c1ccc(NC(=O)N2CCN(C3CCCCC3)CC2)cc1 | 2.4% | 3.5% | 0.5 | 6.4
Cc1c(C2CCN(CCc3ccccc3)CC2)noc1-c1ccc(Cl)cc1 | -7.7% | 52.5%[activator] | 0.4 | /
CCCCC(=O)NC(=S)Nc1ccc(S(=O)(=O)N2CCCC2)cc1 | -6.6% | / | / | ?
O=C(c1cccc2ccccc12)N1CCN(c2ccc([N+](=O)[O-])c(NCc3ccco3)c2)CC1 | -2.1% | / | -10.5 | 11.6
Cc1ccccc1Nc1nc(-c2sc(NC(=O)c3ccccc3)nc2C)cs1 | -9.8% | -1.0% | -6.0 | 3.6
COc1ccc(C(C)NC(=O)C2C(=O)NC3(C)CC2c2ccccc2O3)cc1 (stereo not given) | 2.7% | 3.0% | -9.3 | 7.3
CC1CC(C)CN(S(=O)(=O)c2ccc(NC(=O)C3COc4ccccc4O3)cc2)C1 (stereo not given) | -3.9% | / | -2.6 | -121.7*
COc1ccc(C2C3=C(OC(C)=O)c4ccccc4C3=Nc3c2c(=O)n(C)c(=O)n3C)cc1 (stereo not given) | -2.2% | -1.3% | 1.9 | 21.8
CCCC(C)C(=O)OCC(=O)Nc1c(Br)cc(C)cc1Br (stereo not given) | 0.7% | / | / | ?
O=[N+]([O-])c1ccc(N2CCN(S(=O)(=O)c3ccccc3)CC2)cc1NCc1cccnc1 | -3.7% | 10.3% | 5.1 | ?
CSC(=NC#N)N1CCN(c2ccccc2)CC1 | -0.4% | 0.8% | 1.5 | 19.7
Cc1cc(OCCN2CCCCCC2)ccc1[N+](=O)[O-] | -0.2% | / | 11.9 | ?
CCCC(=O)n1nc(-c2cccnc2)nc1N | 0.0% | -5.6% | 0.9 | 5.4
Cc1cc(N/C=C2\CCCCC2=O)no1 | 2.5% | -3.9% | 5.2 | 7.6
Cn1c(-c2c(N)n(CCCc3ccccc3)c3nc4ccccc4nc23)nc2ccccc21 | -24.3% | 18.8% | ? | 4.2
COC(=O)c1[nH]c2ccccc2c1NC(=O)c1ccccc1[N+](=O)[O-] | -3.6% | / | / | 77.4
COc1ccccc1/C=C/CN1CC(C)OC(C)C1 (stereo not given) | 0.2% | -8.2% | -2.9 | -6.6
Cc1cc(C)n(Cc2ccc(C(=O)O)cc2)n1 | 2.6% | -5.2% | -4.6 | 19.4
Cc1cc2cc(CCNS(C)(=O)=O)c(=O)[nH]c2cc1C | 0.9% | 3.6% | 5.7 | -14.1
CP(=O)(COC(=O)c1ccccc1)COC(=O)c1ccccc1 | 0.1% | 0.5% | 0.2 | ?
CCOc1ccccc1C(=O)N(CN1CCCC1=O)c1ccc(C)c(Cl)c1 | -1.3% | -14.0% | -10.2 | ?
COCCNc1nc(N)c([N+](=O)[O-])c(NCCO)n1 | 2.5% | / | / | ?
Cc1nn(C)c(C)c1NC(=O)CSc1nnc(C)n1-c1ccccc1 | 2.4% | 2.6% | 0.7 | ?
O=C(O)CCCNc1ccc(S(=O)(=O)Nc2ccccc2C(=O)O)cc1C(=O)O | -7.5% | -1.8% | 4.0 | -26.1
O=C(CCNC(=O)c1ccccc1Cl)Nc1nc(-c2ccc(F)cc2)cs1 | 0.0% | / | -3.5 | -9.7

More records follow.
SMILES | ALOX12 inhib | ALOX15B inhib | IMPase cell inh | PNC assembly inh
CC(=O)C1C(c2ccc(Cl)cc2)NC(=O)NC1(O)C(F)(F)F (stereo not given) | -1.7% | -1.7% | -13.2 | -28.8
CCOC(=O)N1CCN(C(=O)c2ccccc2NC(=O)COc2ccccc2C)CC1 | -3.6% | 5.0% | -4.5 | -1.7
CCCNC(=O)C1CCN(S(=O)(=O)c2ccc3nc4c(c(C(=O)O)c3c2)CCCCC4)CC1 | -0.3% | / | -0.9 | 66.9
Cc1cc(C)cc(N(CC(=O)N2CCc3ccccc32)S(=O)(=O)c2c(C)noc2C)c1 | -0.8% | 6.4% | 3.5 | -6.1
COC(=O)c1cccc(S(=O)(=O)N(Cc2ccco2)Cc2cc3ccc(OC)cc3[nH]c2=O)c1 | ? | -10.9% | 13.6 | 14.3
CCc1cc2c(NCC(=O)O)ncnc2s1 | 5.8% | -3.4% | 3.6 | 21.8
COc1ccc(Cc2nnc(NC(=O)c3ccc(Cl)c([N+](=O)[O-])c3)s2)cc1 | 4.7% | -17.2% | 6.8 | 49.1
Cc1nnc(SCC(=O)Nc2nccs2)[nH]c1=O | 9.8% | -1.8% | -14.0 | -20.9
Cc1ccc2nc(N3CCN(Cc4nnnn4Cc4ccccc4)CC3)c(C#N)cc2c1 | -3.1% | -2.5% | -1.0 | 29.7
Cc1ccc(-c2nn(CC(=O)Nc3cccnc3)c(=O)c3ccccc23)cc1 | 2.9% | -3.7% | 0.7 | 17.2
O=C(O)C1CC(=O)N(C2CCCCC2)C1c1ccccc1 (stereo not given) | 0.7% | 0.0% | 0.5 | ?
COCCNC(=O)c1ccc2c(=O)n(CCOC)c(=O)[nH]c2c1 | -1.9% | -8.8% | ? | -10.1
Cn1c(=O)n(C)c2cc(S(=O)(=O)O)ccc21 | 1.1% | 1.7% | -0.4 | 23.8
Cc1nc(SCC(=O)c2ccccc2)c(C#N)c(-c2ccco2)c1C(=O)NCc1ccco1 | -5.7% | -5.3% | 5.3 | 31.1
CCOC(=O)c1c(-c2ccccc2)csc1NC(=O)CSc1ccccc1 | 1.0% | / | / | -10.2
CCOc1ccc2[nH]c(=O)c(CN(CC3CCCN3CC)C(=O)NCc3ccccc3)cc2c1 (stereo not given) | 5.7% | 35.3%[activator] | 8.8 | -7.4
Cc1cc2n(n1)C(c1ccc3c(c1)OCO3)Nc1ccccc1-2 (stereo not given) | -11.2% | 7.7% | 1.9 | 5.2
CN(CC(=O)Nc1ccc(S(=O)(=O)N2CCCC2)cc1)Cc1cccc(Cl)c1Cl | 1.0% | / | / | 6.0
COc1ccc(/C=C/C(=O)NC(C)C)cc1Br | -1.7% | 4.0% | 3.0 | ?
Cc1[nH]c(=O)[nH]c(=O)c1NC(=O)c1cccs1 | 3.0% | 0.5% | 0.6 | ?
Cc1cccc(N(CC(O)CN(C)C)S(=O)(=O)c2ccccc2)c1 (stereo not given) | -21.9% | 2.2% | 16.9 | ?
COc1ccc2oc(=O)c(-c3nnc(NCc4ccco4)s3)cc2c1 | -5.7% | ? | -25.9 | -25.6
CNC(=S)N1N=C(c2ccc(C)cc2)CC1c1ccc(OC)c(OC)c1 (stereo not given) | -1.9% | / | 4.4 | ?
OCl | 1.4% | -8.2% | / | /
CCOC(=O)CNC(=O)CN1C(=O)CCSc2ccccc21 | -0.6% | 4.1% | -0.3 | ?
CC(=O)Oc1ccc(-c2cccc(C(=O)OCC(=O)Nc3ccccc3Oc3ccccc3)c2)cc1 | -0.3% | / | 8.3 | ?
CS(=O)(=O)N(CC(=O)N1CCN(c2ccccc2)CC1)c1cc(C(F)(F)F)ccc1Cl | -1.3% | 3.0% | 2.8 | ?
CSc1nc(Oc2ccc(=O)n(C)n2)nc(N(C)C)n1 | 3.5% | 1.0% | 13.0 | ?
O=C(CCc1nc2ccccc2s1)OCc1ccccc1F | -5.5% | / | 13.8 | -6.8

As entered above:
COc1ccc(/C=C/C(=O)NC(C)C)cc1Br in ALOX15B inhib is entered as 4.0%
CCOC(=O)CNC(=O)CN1C(=O)CCSc2ccccc21 in ALOX15B inhib is entered as 4.1%
CCOc1ccc2[nH]c(=O)c(CN(CC3CCCN3CC)C(=O)NCc3ccccc3)cc2c1 (stereo not given) in PNC assembly inh is entered as -7.4
CCCNC(=O)C1CCN(S(=O)(=O)c2ccc3nc4c(c(C(=O)O)c3c2)CCCCC4)CC1 in PNC assembly inh is entered as 66.9
CN(CC(=O)Nc1ccc(S(=O)(=O)N2CCCC2)cc1)Cc1cccc(Cl)c1Cl in ALOX12 inhib is entered as 1.0%

Not a retest: entries from further up.
SMILES | ALOX12 inhib | ALOX15B inhib | IMPase cell inh | PNC assembly inh
O=C(O)C1CC(=O)N(C2CCCCC2)C1c1ccccc1 (stereo not given) | 0.7% | 0.0% | 0.5 | ?
COCCNC(=O)c1ccc2c(=O)n(CCOC)c(=O)[nH]c2c1 | -1.9% | -8.8% | ? | -10.1
Cn1c(=O)n(C)c2cc(S(=O)(=O)O)ccc21 | 1.1% | 1.7% | -0.4 | 23.8

Some of the compounds tested (hit frequency here may not be typical).
